Screening results from PubChem BioAssay.
HIF-2a inh = inhibitors of HIF-2a. 0.72% of 360,000 active. 786-0 RCC cells HIF-2a reporter, luciferase luminescence, overnight. inhibition, % at 18.8 µM;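 active means inhibition of the luminescence signal of 40% or more relative to plate controls, in a single-dose primary screen at 18.75 µM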
hiPSC survival = hiPSC single-cell survival enhancement; 0.044% of 360,000 active; ATPlite luminescence; 100% = ROCK inhibitor wells, 0% = DMSO; survival enhancement, % at 20 µM; in the data active means survival enhancement above about 18%;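 further: cells exposed to compounds for 16 hours before the ATP read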
NR2E3 ag-1 = activates human NR2E3 receptor; Q9Y5X4; CHO-S Gal4-NCOR/VP16-NR2E3 two-hybrid, luciferase; inhibition of corepressor binding, % at 3.98 µM; 0.35% of 360,000 active; AID 602229;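 active means inhibition above the mean of all tested compounds plus 3 SD, cut at about 70% in these data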;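 further: 0% = DMSO with NR2E3 transfected cells and 100% = cells lacking NR2E3 construct; higher means lower luciferase signal from less NR2E3 corepressor binding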
Target sequence (Q9Y5X4 whole entry, looked up, the tested form may be a part): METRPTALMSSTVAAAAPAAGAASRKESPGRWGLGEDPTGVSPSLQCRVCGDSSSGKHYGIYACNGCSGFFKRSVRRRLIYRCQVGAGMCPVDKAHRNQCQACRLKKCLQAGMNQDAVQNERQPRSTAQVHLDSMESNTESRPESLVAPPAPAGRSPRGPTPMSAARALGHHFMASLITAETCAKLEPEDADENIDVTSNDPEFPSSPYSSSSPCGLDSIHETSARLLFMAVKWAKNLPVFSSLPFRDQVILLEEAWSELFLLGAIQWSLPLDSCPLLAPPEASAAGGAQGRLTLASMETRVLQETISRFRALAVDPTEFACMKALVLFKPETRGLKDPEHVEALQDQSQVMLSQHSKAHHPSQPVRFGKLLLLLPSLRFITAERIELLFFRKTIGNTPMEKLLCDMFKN
Peg3 prom inh = reduces Peg3 promoter-driven luciferase expression in HeLa | HeLa PEG-Prom luciferase reporter, luminescence, overnight | inhibition, % at 20 µM | 1.7% of 360,000 active | AID 588405;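 active means inhibition of at least 50% at 20 µM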
NR2E3 ag-2 = NR2E3 (human) agonism; Q9Y5X4; inhibition of corepressor binding, % at 4.78 µM; AID 2300; 0.12% of 320,000 active; GST-NR2E3/biotin-RetCOR TR-FRET, 1536-well;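 active means percent inhibition above the cutoff of mean plus 3 SD of all tested compounds, set per screening campaign, cut at about 20% in these data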;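 further: 0% = DMSO wells and 100% = biotin wells as full block of FRET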
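Material: NR2E3–RetCOR corepressor complex | Quantity: 1.35 nM GST-tagged NR2E3 final | Schedule: 5 h at 4 °C | Replication: Singlicate compound wells | Reagent: RetCOR corepressor, biotinylated, 7 nM | Controls: Biotin wells as high control, 0.6% DMSO wells as low control | Signal: TR-FRET, Eu(K)-anti-GST donor, streptavidin-D2 acceptor, ex 340, em 617/671 nm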
Vif imaging = blocks HIV Vif function | HEK293T cells, Vif self-association by quenched fluorescence, imaging, 24 h | inhibition, % at 7.49 µM | 0.35% of 340,000 active; in the data active means inhibition above about 50%, passing the limit was not always enough; inconclusive means no clear call, values can overlap the other calls; inactive means below about 31%; further: some results filed as inactive read as strong as hits
PDI inh = PDI (human) enzyme inhibition; P07237; AID 588391; 0.052% of 350,000 active; PDI insulin aggregation turbidity, A650, 90 min; inhibition, % at 10 µM;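 active means mean inhibition across replicates of 30% or more, whatever share of single replicates reach that level; inconclusive means mean inhibition below 30% while every single replicate reaches 30%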;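 further: absorbance from insulin aggregation driven by PDI reduction with DTT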
Target sequence (P07237 whole entry, looked up): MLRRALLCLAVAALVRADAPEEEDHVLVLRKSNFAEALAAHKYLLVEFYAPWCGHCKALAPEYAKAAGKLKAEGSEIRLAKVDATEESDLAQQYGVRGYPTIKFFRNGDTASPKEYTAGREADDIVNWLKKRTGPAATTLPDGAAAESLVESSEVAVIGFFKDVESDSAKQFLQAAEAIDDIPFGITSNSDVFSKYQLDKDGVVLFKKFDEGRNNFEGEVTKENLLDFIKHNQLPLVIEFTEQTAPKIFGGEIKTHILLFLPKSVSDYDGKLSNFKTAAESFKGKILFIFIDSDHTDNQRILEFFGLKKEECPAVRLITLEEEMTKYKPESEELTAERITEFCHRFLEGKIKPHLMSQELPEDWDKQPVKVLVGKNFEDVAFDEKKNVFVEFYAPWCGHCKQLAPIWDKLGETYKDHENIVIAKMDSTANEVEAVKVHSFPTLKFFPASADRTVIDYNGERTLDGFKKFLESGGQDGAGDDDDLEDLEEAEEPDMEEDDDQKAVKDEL
CaV13 ICDI inh = Disruptors of the CACNA1D IQ motif to Ca2+-dependent inactivation inhibitor domain association, primary screening, Förster resonance energy transfer in intact living …; HEK cells, CFP/YFP FRET ICDI-IQ, plate reader, 10 min; percent FRET-ratio fall versus neutral wells; inhibition, % at 12.3 µM; 0.098% of 340,000 active;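 active means mean replicate inhibition of at least 30% and at least 1% of replicates passing that level; inconclusive means only one of the two criteria is met; inactive means neither criterion is met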;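 further: 0% = median of the neutral control wells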
aDG glyco up = increases alpha dystroglycan glycosylation. Pro5-aDG cells, alpha-DG glycosylation AlphaScreen (IIH6); 0% Pro5, 100% B10-LARGE cell signal. activation, % at 10 µM. 0.22% of 360,000 active;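 active means activation of at least 8% versus controls, or a plate z-score of at least 8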;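 further: Pro5 are CHO cells carrying HIG-tagged alpha-DG that lacks glycosylation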
Exocytosis inh = lytic granule exocytosis inhibition. TALL-104 LAMP-1 surface exposure, flow cytometry; cells stimulated with thapsigargin and PMA. 0.66% of 360,000 active. inhibition, % at 10 µM. AID 651702;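 active means inhibition above about 55%, limit read from the data; inconclusive means no clear call, values can overlap the other calls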
MITF TRPM1 inh = reduces MITF-dependent TRPM1 promoter luciferase signal; SK-MEL-5 TRPM1 promoter luciferase, 24 h; inhibition, % at 12.5 µM; 0.83% of 330,000 active;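 active means mean inhibition across replicates of 60% or more, whatever share of single replicates reaches that level; inconclusive means some that reach 60%, reason not given; inactive means mean inhibition across replicates below 60%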; further: values of inactives mirror those of a sister screen read the other way
Numbers without * were called inactive; ? = inconclusive; / = not tested or not shown.

| SMILES | HIF-2a inh | hiPSC survival | NR2E3 ag-1 | Peg3 prom inh | NR2E3 ag-2 | Vif imaging | PDI inh | CaV13 ICDI inh | aDG glyco up | Exocytosis inh | MITF TRPM1 inh |
| --- | --- | --- | --- | --- | --- | --- | --- | --- | --- | --- | --- |
| O=Cc1ccc(-n2cncn2)cc1 | 20 | -1.3 | -12 | -3 | 2 | 6 | 8 | -9 | 0.0 | 4 | -9 |
| CC1(C)C(=O)Nc2ccccc2N1C(=O)COC(=O)c1cc(Cl)cc(Cl)c1 | 19 | 0.5 | -24 | 22 | / | 9 | -6 | -6 | -0.1 | 12 | -10 |
| O=C(O)C1Cc2ccccc2CN1S(=O)(=O)c1ccc(Cl)cc1 (stereo not given) | 13 | 0.8 | 12 | 7 | 3 | -2 | 10 | -4 | 0.1 | -1 | -5 |
| COc1ccc(CNC(=O)C(c2cccs2)N(Cc2ccco2)C(=O)Cc2cccs2)cc1 (stereo not given) | 5 | 0.7 | 3 | 57* | 3 | -9 | -3 | / | -0.3 | 0 | -7 |
| O=C(CSc1nnc(CNC(=O)c2c(F)cccc2F)o1)NCc1ccccc1Cl | 15 | -0.3 | -8 | 17 | 1 | -7 | -4 | -6 | 0.4 | -4 | 8 |
| Cc1nc(CNC(=O)c2ccccc2OC2CCN(S(C)(=O)=O)CC2)cs1 | -4 | -0.3 | -28 | -10 | 3 | -5 | -6 | -3 | -0.2 | -1 | 1 |
| Cc1ccc(CNC(=O)CN2C(=O)COc3ccc(S(=O)(=O)N4CCC(C)CC4)cc32)o1 | 4 | 0.0 | -2 | -3 | -1 | 19 | 1 | -7 | 0.5 | -2 | 3 |
| COc1ccc(NC2(c3ccccc3)OC(=O)c3ccccc32)cc1 (stereo not given) | -5 | -2.5 | -26 | 12 | -1 | 5 | 1 | -6 | 0.0 | 4 | 1 |
| COC(=O)CC1COc2ccccc2N1C(=O)c1ccc(C(C)(C)C)cc1 (stereo not given) | 11 | 0.3 | 14 | 4 | -2 | -3 | -1 | -9 | 0.1 | -3 | 5 |
| Cc1cccc(C)c1NC(=O)C1CCN(C(=O)c2cccs2)CC1 | 19 | -0.3 | -6 | -4 | -2 | 3 | 4 | -3 | 0.0 | -16 | -2 |
| CC1CCN(S(=O)(=O)c2nnc(NC(=O)c3cccc(Cl)c3)s2)CC1 | -14 | -0.2 | -7 | 32 | 3 | -10 | / | -5 | 0.9 | 3 | / |
| Cn1c(N)c(C(=O)CSc2nn(-c3ccc(F)cc3)c(=S)s2)c(=O)n(C)c1=O | 3 | -0.3 | -18 | 22 | -4 | -4 | -6 | -2 | 0.5 | 0 | 8 |
| O=C(CC(=O)NCc1ccc(Cl)cc1)NCc1ccccc1 | 9 | -0.6 | -17 | -1 | 0 | -20 | -1 | -4 | 0.2 | -3 | 3 |
| O=C(O)c1cc(O)c2c(c1)C(=O)c1cccc(O)c1C2=O | 4 | -0.8 | -29 | 7 | -2 | -2 | -2 | -6 | 0.1 | -5 | 33 |
| CCSc1nc2ccccc2n1C(=O)/C=C/c1ccc(OC)c(OC)c1 | 78* | -1.6 | -15 | 103* | 0 | -6 | -8 | -6 | -0.3 | 2 | 76* |
| Cc1cccn2c(=O)c3cc(C(=O)NC4CCCC4)sc3nc12 | -59 | -0.1 | -33 | -80 | 6 | -4 | 4 | / | 0.0 | 2 | -10 |
| COc1ccc(CC(=O)Nc2ccc(/C(C)=N/NC(=O)c3ccc(OC)cc3OC)cc2)cc1 | -18 | 0.6 | -32 | -7 | / | 4 | -5 | -6 | 0.2 | -4 | -3 |
| COc1ccc(-c2nc3ccc(C)cn3c2Cc2ccccc2)cc1OC | -80 | -1.2 | -26 | -4 | / | / | / | -8 | -0.3 | 19 | / |
| CCc1ccc(C(=O)C[n+]2cccc3cc(OC)ccc32)cc1 | 17 | 1.0 | -28 | 28 | / | -3 | 1 | -5 | -0.1 | 54 | 4 |
| CCN1CCN(c2ccc(S(=O)(=O)N3CCCCC3)cc2NC(=O)Cc2c(Cl)cccc2Cl)CC1 | 17 | -0.3 | 3 | 19 | -1 | -11 | -2 | -5 | 1.0 | 36 | 23 |
| CCOP(=O)(c1ccc(N(C)C)cc1)C(O)c1cccnc1 (stereo not given) | 21 | -0.7 | 14 | 17 | 0 | 3 | 0 | -4 | 0.1 | 6 | 5 |
| O=C(NC1CCCc2ccccc21)c1ccccc1 (stereo not given) | 11 | -1.7 | -7 | -4 | 1 | -3 | 7 | -3 | 0.1 | -3 | -3 |
| CCCCCC(=O)Oc1cccc(N2C(=O)C3CCCCC3C2=O)c1 (stereo not given) | 11 | 0.3 | -13 | -18 | -2 | 4 | 6 | -4 | -0.1 | 1 | 7 |
| CN1CC(=O)N2C(c3cccc([N+](=O)[O-])c3)c3[nH]c4ccccc4c3C[C@H]2C1=O (stereo not given in full) | 25 | -0.1 | -24 | 28 | 1 | -1 | -1 | -4 | 0.2 | 3 | 17 |
| O=C1C=C(N2CCN(C(=O)c3ccccc3)CC2)C2(CCCCC2)O1 | 12 | -0.8 | -19 | 8 | 7 | 20 | 9 | / | -0.1 | -3 | 20 |
| Cc1ccc(S(=O)(=O)N(CC(=O)NC2CCCCCC2)c2ccccc2F)cc1 | 17 | -2.2 | 6 | 24 | 0 | 8 | 7 | -4 | -0.2 | 3 | 0 |
| CC(=O)N=c1c(C#N)cc2c(=O)n3ccccc3nc2n1Cc1ccccc1 | 6 | -1.0 | 7 | 15 | 1 | -8 | 0 | -7 | 0.1 | 3 | -9 |
| O=C(O)CCCCCNC(=O)c1cccc(Br)c1 | -5 | 1.8 | -22 | 3 | 2 | -15 | -1 | -5 | -0.1 | -6 | -1 |
| Cc1c(Cl)cccc1NC(=S)Nc1ccccn1 | -31 | -0.5 | -12 | -32 | -4 | -5 | 5 | 0 | 0.2 | 2 | 22 |
| CN(C)CCN=Cc1c(O)n(Cc2ccc3c(c2)OCO3)c(=O)c2ccccc12 | 11 | -1.0 | 32 | -5 | 3 | -5 | 1 | -2 | -0.1 | 8 | 0 |
| O=S(=O)(Nc1ccc(N2CCOCC2)cc1)c1ccccc1 | 9 | -1.6 | -12 | 10 | 2 | / | -7 | -6 | -0.1 | 0 | 5 |
| O=C(OCC(=O)N1c2ccccc2Sc2ccccc21)c1cccnc1 | 8 | 2.0 | -18 | 4 | 2 | -1 | 6 | -5 | 0.1 | 8 | -13 |
| CCC(=O)NCCN1CCN(C(=O)CC)CC1 | 3 | 0.9 | -10 | 2 | -2 | 14 | 1 | -5 | -0.1 | -2 | 14 |
| C/C(=N\NC(N)=O)c1ccccc1 | 12 | -0.4 | -4 | 0 | 2 | -3 | 10 | -5 | 0.1 | -4 | -8 |
| Cc1ccc2c(c1)c1nnc(SCC(=O)Nc3ccccc3C(F)(F)F)nc1n2CC(=O)O | -8 | 4.5 | 3 | 6 | -3 | -7 | 2 | -18 | -0.3 | -3 | -14 |
| Cc1ccc(/C=C(\NC(=O)c2ccccc2)C(=O)OCc2ccccc2)cc1 | 13 | 0.1 | -24 | 5 | 0 | -7 | -3 | / | 0.0 | -7 | 4 |
| O=C(Cc1ccccc1)Nc1nccs1 | 11 | -0.6 | -3 | 10 | -1 | -3 | -2 | -19 | -0.2 | 13 | 6 |
| O=C(Cn1cc([N+](=O)[O-])ccc1=O)NC1CCCCC1 | 7 | 2.9 | -1 | -5 | 0 | 17 | 18 | -3 | -0.3 | -1 | 0 |
| COc1cc(/C=C/C(=O)OCC(=O)N2CC(C)OC(C)C2)ccc1OCC#N (stereo not given) | 9 | -1.6 | -16 | 6 | / | -5 | -6 | -12 | 0.0 | -3 | / |
| Cn1c2c(c(=O)n(C)c1=O)C(c1cccc([N+](=O)[O-])c1)Nc1ccccc1O2 (stereo not given) | 16 | 4.9 | -6 | 19 | 0 | 17 | -6 | / | -0.1 | 5 | 4 |
| COC(=O)c1[nH]c2ccc(F)cc2c1NS(=O)(=O)c1ccc(OC)cc1 | 23 | -0.9 | -5 | 11 | -4 | 5 | -5 | -5 | 0.0 | -2 | 35 |
| COc1cccc(C2/C(=C(\O)c3ccc(OC)c(OC)c3)C(=O)C(=O)N2c2cc(C)on2)c1 (stereo not given) | -6 | -2.5 | -34 | 13 | 8 | 11 | 1 | / | 0.3 | 1 | 1 |
| CC1(C(=O)NS(=O)(=O)c2ccc(Cl)cc2)CCN1C(=O)C/C=C/c1ccccc1 (stereo not given) | 7 | -2.9 | -17 | -1 | / | -10 | 0 | -5 | -0.2 | 2 | / |
| CCOC(=O)N1CCC(NC(=O)CS(=O)(=O)Cc2nc(-c3ccc(C)cc3)oc2C)CC1 | 17 | 0.9 | 17 | 18 | -6 | -3 | / | -9 | 0.0 | 2 | 9 |
| C=CCNc1nc(NCCO)nc(N2CCCC2)n1 | 14 | 1.9 | -22 | -51 | 4 | / | 0 | -5 | 1.8 | 0 | -9 |
| Cc1ccnc2nc(C(=O)NCc3cccs3)nn12 | -4 | 3.1 | -19 | 7 | 2 | -3 | 4 | / | -0.3 | 3 | 2 |
| CSc1nsc(SCC(=O)Nc2ccc3c(c2)OCCO3)n1 | -197 | 1.9 | -102 | -270 | 0 | -9 | -7 | -4 | -0.1 | -1 | -62 |
| Cc1nc(C)n(CC(=O)N2CCCC(C(=O)c3ccc(C(F)(F)F)cc3)C2)n1 (stereo not given) | 10 | 4.5 | 1 | 12 | 4 | 96* | -18 | -6 | -0.3 | -12 | -9 |
| Cc1ccc(N=CC=C2OC(C)(C)C(C)(C)O2)c(C)c1 | 14 | 0.7 | 0 | -3 | 2 | 2 | -1 | -6 | -0.5 | -9 | -3 |
| C/C(=N/NC(=O)CN1CCN(S(=O)(=O)c2ccc(Br)cc2)CC1)c1ccncc1 | 4 | 1.1 | -6 | 9 | 4 | -3 | 2 | -14 | 0.0 | 0 | -11 |
| COc1ccc(Cl)cc1N(CC(=O)NCC(C)C)S(=O)(=O)c1ccc(C)c([N+](=O)[O-])c1 | 20 | 0.3 | -37 | 1 | 2 | -18 | 0 | -7 | 0.1 | -1 | 3 |
| Cc1ccc(C)c(OCC(=O)NCC2COc3ccccc3O2)c1 (stereo not given) | -10 | 0.1 | 15 | 4 | 4 | ? | 0 | -6 | 0.3 | -2 | -9 |
